# KAT2A inh: inhibitors of human GCN5L2 histone acetyltransferase. Q92830. GCN5L2 HAT assay, ThioGlo1 CoA-SH fluorescence. Potency, µM (highest dose often 58.9 µM), for inactives: at the top dose activity change, negative = inhibition, most hits filed as inhibitors. 0.21% of 390,000 active
#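 ThioGlo1-coupled HAT assay: 20nM GCN5L2, 70uM acetyl-CoA, 75uM H3(1-25) peptide, pH 7.5. Fluorescence read at 340/540nm at start and after 20 min at room temperature.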
# N370S GC mod: N370S glucocerebrosidase modulation, Gaucher chaperone candidate | P04062 | N370S GC spleen homogenate, 4MU-glucoside fluorescence | Potency, µM (titrated, usually from 59.4 µM), inactives show top-dose activity change, negative = inhibition, most hits filed as inhibitors | 0.092% of 330,000 active;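 note: 0% = full enzyme activity and -100% = no enzyme basal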
# FEN1 inh: inhibitors of human flap endonuclease 1; P39748; Recombinant FEN1 flap cleavage, fluorescence, 15 min; Potency, µM (top dose mostly 114 µM), for the others: at the highest dose activity change, negative = inhibition, hits mostly inhibitors; 0.35% of 390,000 active; AID 588795; note: nearly all actives have a fitted effect of over 65% in size
# Target sequence (P39748 whole entry, looked up): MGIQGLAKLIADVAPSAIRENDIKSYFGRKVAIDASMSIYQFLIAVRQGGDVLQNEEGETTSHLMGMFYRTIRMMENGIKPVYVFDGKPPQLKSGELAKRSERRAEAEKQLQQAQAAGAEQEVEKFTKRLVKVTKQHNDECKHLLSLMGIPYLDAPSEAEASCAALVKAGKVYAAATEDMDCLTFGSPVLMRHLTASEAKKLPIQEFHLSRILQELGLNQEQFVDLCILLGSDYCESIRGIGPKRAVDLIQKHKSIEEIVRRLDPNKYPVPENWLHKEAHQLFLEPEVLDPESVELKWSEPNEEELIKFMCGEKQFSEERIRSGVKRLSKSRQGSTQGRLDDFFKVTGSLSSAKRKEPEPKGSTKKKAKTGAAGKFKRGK
#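 Recombinant FEN1 (10 nM) was preincubated with pin-transferred compounds for 15 min at room temperature, then flap DNA substrate (50 nM final) was added. Plates were read at 0 and 15 min, and normalized concentration–response data were fitted to a four-parameter Hill equation.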
# * hit, by the source's call; ? = inconclusive; nt = not tested or not shown; & = joins results of further samples; [ ] = remark or other dose. Calls come from the whole dose curve; as a rule, active = well fitted curve in the direction sought with a large enough effect; inconclusive = small, poorly fitted or top-dose-only effect, or another doubt; inactive = no such curve, though single readings can be large; an effect the other way counts as inactive or inconclusive. Unless noted, % is set by controls: 0 for no effect and ±100 for the full control effect; potency is the fitted concentration of half-maximal effect.
SMILES,KAT2A inh,N370S GC mod,FEN1 inh
CCCCC(Sc1nc(N)c(NC(=O)c2ccc(OC)cc2)c(=O)[nH]1)C(=O)O (stereo not drawn),0%,-8%,0%
CCOc1ccc2nc(N(CCCN(C)C)C(=O)c3ccc(C(=O)c4ccccc4)cc3)sc2c1,-8%,?,0%
O=C(NCc1nc2ccccc2[nH]1)C1=C[C@H](c2coc3ccccc3c2=O)C[C@H](OCc2ccc(CO)cc2)O1,-6%,13%,11%
O=C(/C=C/c1cccs1)Nc1scc(-c2ccccc2)c1C(=O)O,-20%,-14%,?
C(=N\N1CCN(Cc2ccccc2)CC1)/c1ccccc1,-7%,2%,17%
C#CCOCCOCCOCCNc1nc(N2CCN(C(=O)[C@H](CC(N)=O)n3cc([C@@H](N)CC(N)=O)nn3)CC2)nc(N2CCN(C(=O)[C@H](CC(N)=O)n3cc([C@@H](N)CC(N)=O)nn3)CC2)n1,2%,nt,-1%
C=CS(=O)(=O)N(Cc1ccc(Cl)c(Cl)c1)C[C@@H](O)CO,-3%,nt,-9%
CCN(CC)CCCNC(=O)c1c(C)oc2ncnc(N3CCOCC3)c12,10%,nt,-2%
CC(C)c1ccc(NC(=O)CCNS(=O)(=O)c2ccc3c(c2)CCCC(=O)N3)cc1,1%,nt,-5%
O=C(c1ccco1)N(Cc1ccco1)Cc1cc2ccccc2[nH]c1=O,-3%,6%,1%
CSc1ccc(CCNC(=O)CSc2ccsc2[N+](=O)[O-])cc1,-14%,-11%,-1%
O=C(CCN1CCc2ccccc2C1)Nc1ccccc1F,2%,-6%,6%
COc1ccc(CNS(=O)(=O)c2ccc3c(c2)NC(=O)C(C)C(=O)N3)cc1 (stereo not drawn),-8%,nt,-3%
O=C1c2ccccc2C(=O)N1CC1c2ccccc2CCN1C(=O)C1CCCCC1 (stereo not drawn),-15%[0.501 µM],1%,-4%
Cn1nc(-c2ccc(C(=O)O)cc2)c2ccccc2c1=O,-4%,5%,42%[activator]
Cc1ccc(C)c(S(=O)(=O)N2CC(=O)Nc3ccccc32)c1,-9%,-8%,-3%
CC1CCc2nn(CC(=O)NCCN3CCCCC3C)cc2C1 (stereo not drawn),-11%,-4%,-2%
COc1ccc(C(=O)N2CCC[C@@]3(CCN(c4ncccn4)C3)C2)cc1,9%,-21%,nt
COc1cc(-c2noc(C)c2C#CC2(N)CCCCC2)cc(OC)c1OC,1%,?,-17%&-17%
CCc1ccccc1NC(=S)Nn1cnnc1,-5%,1%,nt
COc1cc2c(=O)c(C(=O)c3ccc(C)c(C)c3)cn(Cc3ccccc3)c2cc1OC,-8%,nt,-5%
Cc1ccccc1S(=O)(=O)N1[C@@H](c2ccc(Br)cc2)C(C(=O)O)=CC[C@H]1c1ccc(Cl)cc1,?,nt,-4%
COc1ccc(C(=C2C(=O)Nc3ccccc32)c2ccc(OC)cc2)cc1,-21%,-1%,nt
O=C(CCCN=C1NS(=O)(=O)c2ccccc21)Nc1ccc(Cl)cc1,-3%,nt,22%
Cc1cc(C(=O)OCC(=O)N(C)c2ccccc2)c2ccccc2n1,-2%,nt,19%
Cc1ccc(S(=O)(=O)N2CC(=NN=C(N)N)C2)cc1,-7%,-1%,-14%
Cc1nc2c(C(=O)NCc3ccc4c(c3)OCO4)c[nH]n2c(=O)c1Cc1ccccc1F,?,12%,-19%
Cc1ccc(NS(=O)(=O)c2cccc(C(=O)NNC(=O)NC3CCCCC3)c2)c(C)c1,-4%,30%,0%
Cc1c(Cl)cccc1NC(=O)CSc1nc(=O)[nH]c2c1CCC2,1%,nt,4%
Fc1ccc(-c2csc(-c3ccc(C4SCCS4)cc3)n2)cc1F,-8%,1%,5%
Oc1ccc(-c2nc3ccccn3c2NCc2ccco2)cc1,?,?,7%
CN(C)/C=C1\C(=O)ON=C1c1ccccc1,-4%,1%,-5%
COC(=O)c1ccccc1NC(=O)CCCn1c(C)c2cnn(-c3ccccc3)c(=O)c2c1C,0%,nt,1%
COC(=O)c1ccccc1NC1OC(=O)c2ccccc21 (stereo not drawn),-9%,0%,-3%
COc1cccc(C(=O)NCCCNC(=O)c2ccccn2)c1,-3%,-5%,-4%
O=C(c1ccco1)N1CCC2(CC1)CCN(c1ccccc1)CC2,-7%,-16%,nt
COC(=O)[C@@H]1CC[C@@](C)(c2ccc(OC)cc2)C1(C)C,-4%,-5%,6%
Cc1ccc(CCNC(=O)c2c3c(nc4ccccc24)C(=O)N(C2CCCCC2)C3)cc1,-7%,nt,-6%
CC(C)n1c(=S)[nH]c2scc(-c3cccs3)c2c1=O,18µM*,0%,-7%
Cc1onc(-c2ccc(Cl)cc2)c1-c1ccnn1S(=O)(=O)c1ccc(Cl)cc1,-1%,4%,-4%

# Ordered by molecular weight (highest first): part of the list above
SMILES,KAT2A inh,N370S GC mod,FEN1 inh
Cc1onc(-c2ccc(Cl)cc2)c1-c1ccnn1S(=O)(=O)c1ccc(Cl)cc1,-1%,4%,-4%
Oc1ccc(-c2nc3ccccn3c2NCc2ccco2)cc1,?,?,7%
COC(=O)c1ccccc1NC1OC(=O)c2ccccc21 (stereo not drawn),-9%,0%,-3%

# More results.
SMILES,KAT2A inh,N370S GC mod,FEN1 inh
CCN(Cc1ccccc1)S(=O)(=O)c1c(N)n(C)c(=O)n(C)c1=O,1%,-1%,14%
CN(C)CCCN(C(=O)c1ccc2c(c1)CCCC2)c1nc2c(F)cccc2s1,16%,1%,-17%
COc1ccc(N2C(=O)N3[C@H](c4ccc(Cl)cc4)[C@@H]4C(=O)N(C5CCCCC5)C(=O)[C@@H]4[C@]3(Cc3ccc(Cl)cc3)C2=O)cc1,-9%,-10%,12%
COc1ccc(Nc2nc(N)nc(CN3CCN(c4ccc(F)cc4)CC3)n2)cc1,-3%,-26%,5%
N#Cc1nc(COc2ccc(Cl)cc2)oc1NCc1ccc2c(c1)OCO2,-4%,4%,6%
Cc1cc(NC(=O)c2ccc(F)cc2F)n(-c2nc3ccccc3[nH]2)n1,0%,4%,-17%
CN(CCC#N)Cc1cc(=O)oc2ccc3ccccc3c12,-4%,17%,-3%
CNC(=O)NC(=O)CSc1nc2cc(C(=O)OC)ccc2c(=O)n1-c1ccccc1,-2%,-14%,9%
COc1ccc(NS(=O)(=O)c2ccc(C(=O)N3CCCCCC3)cc2)cc1,0%,nt,37%[activator]
Cc1ccc2c(c1)c1c(c(=O)n(-c3cccc(Cl)c3)c(=O)n1CC(N)=O)n2C,-1%,nt,-1%
COc1cccc(NC(=O)CN(C)C(=O)/C=C/c2ccc3ccccc3n2)c1,-5%,0%,-1%
CCOC(=O)C1CCCN(c2c(NCCN3CCCCC3C)c(=O)c2=O)C1 (stereo not drawn),-9%,-4%,-3%
Cc1cc(SCC(=O)c2ccccc2)nc(C)n1,-3%,5%,-6%
Cc1[nH]c2ccccc2c1C(=O)CSC(=S)N1CCN(C)CC1,-13%,-3%,-18%
COc1ccc(CCNC(=O)c2ccc3c(c2)SC2=NS(=O)(=O)CCN23)cc1,-2%,9%,10%
C/C(=C/C(=O)N1CCN(C)CC1)C(=O)O,18%,3%,-6%
O=c1c(/C=N/O)c(Nc2ccccc2)nc2ccccn12,-6%,?,?
COCCN(Cc1cn(C)nc1-c1ccc(Oc2ccccc2)cc1)C(C)C,-7%,-10%,44%[activator]
CC(=O)Nc1ccc(NC(=O)c2ccc(NS(=O)(=O)c3cccc4cccnc34)cc2)cc1,-5%,-2%,5%
O=C1c2cccc3c(Nc4ccccc4Cl)c([N+](=O)[O-])cc(c23)C(=O)N1CCO,-14%,9%,-34%
COc1cccc(CNC(=O)CN2C(=O)CSc3ccc(S(=O)(=O)N4CCOCC4)cc32)c1,0%,0%,16%
CC(C)Cn1c(N)c(C(=O)COC(=O)c2ccc(O)cc2O)c(=O)n(C)c1=O,0%,-5%,1%
Nc1ccc(-c2cc3ccccc3oc2=O)cc1,-16%,-9%,-5%
CCN(CC)C(=O)[C@H]1C[C@H](CC(=O)NC/C=C(\C)CCC=C(C)C)C(=O)N2CCc3c([nH]c4cc(CCC(=O)N(C)C)ccc34)[C@]12C,-2%,nt,-19%
Cn1ncc2c(Nc3cccc(Cl)c3)nc(Nc3cccc(Cl)c3)nc21,-1%,?,-4%
COc1cccc(NC(=O)CCC2CCN(C(=O)Cc3cccc(F)c3)CC2)c1,-5%,-3%,-1%
COC(=O)/C(=C/c1ccc2c(c1)c1ccccc1n2C)NC(=O)c1ccccc1,-13%,-6%,-19%
COc1ccc(NC(=O)CSc2nnc(-c3ccncc3)n2C)cc1,-5%,-8%,14%
COc1cc(OC)cc(-c2nc3nc(C)c(CCC(=O)Nc4ccc(C)cc4C)c(C)n3n2)c1,-3%,nt,-17%
CCN(CC)c1ncc(C#N)c(N)n1,0%,-1%,-21%
CN1C(=O)N(C)C2(c3ccccc3)Nn3c(s/c(=C/c4ccccc4F)c3=O)=NC12c1ccccc1 (stereo not drawn),11%,4%,nt
Cn1cc(Br)c(C(=O)NNC(=O)c2ccc(Br)cc2)n1,-3%,10%,-8%
NC(=O)c1c(NC(NC(=O)c2ccco2)C(=O)c2ccc(Cl)cc2)sc2c1CCCC2 (stereo not drawn),-9%,26%,-2%
COCCCNC(=S)Nc1ccc(C)cc1,0%,3%,0%
Cc1ccc(-n2c(=O)c3sccc3n(CC(=O)N3CCCC3)c2=O)cc1,-11%,-10%,-17%
O=C(CSc1nnc(-c2ccccc2O)o1)Oc1ccc(Br)cc1,1%,5%,-15%
CCN(CC)c1ccc2cc(C#N)c(=O)oc2c1,?,13%,4%
Cc1cnc(NC(=O)CSc2nnc(-c3cccs3)n2C)s1,1%,8%,-13%
COc1ccc(CCNC(=O)COc2cc(=O)n(C)c3ccccc23)cc1OC,-12%,-8%,2%
O=C(O)c1cccnc1SCc1cn2cc(Cl)ccc2n1,-6%,-14%,-5%

# 3 compounds from above, ordered by the number in N370S GC mod, low to high:
mol	N370S GC mod
COc1ccc(NC(=O)CSc2nnc(-c3ccncc3)n2C)cc1	-8%
CC(C)Cn1c(N)c(C(=O)COC(=O)c2ccc(O)cc2O)c(=O)n(C)c1=O	-5%
COCCCNC(=S)Nc1ccc(C)cc1	3%

# Random excerpt: five compounds from above, in no set order.
SMILES,KAT2A inh,N370S GC mod,FEN1 inh
CN(C)CCCN(C(=O)c1ccc2c(c1)CCCC2)c1nc2c(F)cccc2s1,16%,1%,-17%
COc1ccc(CCNC(=O)COc2cc(=O)n(C)c3ccccc23)cc1OC,-12%,-8%,2%
C/C(=C/C(=O)N1CCN(C)CC1)C(=O)O,18%,3%,-6%
CCCCC(Sc1nc(N)c(NC(=O)c2ccc(OC)cc2)c(=O)[nH]1)C(=O)O (stereo not drawn),0%,-8%,0%
COCCN(Cc1cn(C)nc1-c1ccc(Oc2ccccc2)cc1)C(C)C,-7%,-10%,44%[activator]

# (listing goes on)
SMILES,KAT2A inh,N370S GC mod,FEN1 inh
Cc1ccc2oc(-c3cc(NC(=O)c4ncn[nH]4)ccc3O)nc2c1,-12%,0%,-33%
CCOC(=O)N1CCC(NC(=O)c2ccc3c(=O)n4c(nc3c2)CCCC4)CC1,-11%,5%,-1%
CCC(C(=O)OCC(=O)N1CCN(S(=O)(=O)c2ccc(C)cc2C)CC1)c1ccccc1 (stereo not drawn),-6%,nt,2%
O=C(O)c1cc(Nc2cc(Cl)c3nonc3c2[N+](=O)[O-])ccc1O,-22%,-15%,?
CC(N)=NCCCC[C@H](N)C(=O)O,-23%,8%,nt
CCCc1ccc(S(=O)(=O)N2CCC(Oc3ccc(-n4cnnn4)cc3)CC2)cc1,-20%,nt,10%
COc1ccc(CCNC(=O)NCc2noc3ccc(C)cc23)c(OC)c1,1%,nt,17%
Cc1c(O)nc(SC2CC(=O)N(c3ccccc3)C2=O)[nH]c1=O (stereo not drawn),nt,-1%,-2%
O=C(Nc1cc(Cl)cc(Cl)c1)c1cnn2cccnc12,-4%,4%,8%
Cc1cc(C)nc(NS(=O)(=O)c2ccc(NC(=O)c3ccc4c(c3)OCO4)cc2)n1,-3%,-2%,4%
CC(=O)Nc1nonc1-c1ccccc1,-4%,4%,5%
CCOc1ccc(CC(=O)N2CCN=C2SC)cc1,0%,0%,-5%
FC(F)(F)c1cccc(-c2nn[nH]n2)c1,-1%,2%,7%
COCc1cc(C)nc(SCC(=O)NC2CCCCC2C)c1C#N (stereo not drawn),5%,9%,-4%
Cc1ccc(S(=O)(=O)N2CCN(C(=O)c3cc(=O)[nH]c4ccccc34)CC2)c(C)c1,0%,1%,1%
C#Cc1cccc(NC(=O)c2ccc3c(c2)C(=O)N(Cc2cccnc2)C3=O)c1,-7%,?,5%
O=C1CC(C(=O)Nc2ccccc2)N=C(N2CCOCC2)N1 (stereo not drawn),4%,2%,8%
Cc1nnc(NN2CCOCC2)[nH]c1=O,-3%,6%,-2%
COc1cc(OC)cc(-c2c(-c3cccs3)c3cc(-c4ccn[nH]4)ccc3n2C)c1,-4%,nt,-25%
O=C(N1CCOCC1)N1CCN(S(=O)(=O)N2CCCCC2)CC1,-2%,0%,6%
CC1CCCCN1C(=O)N[C@@H](Cc1ccccc1)C(=O)O (stereo partly drawn),-1%,29%,11%
O=C(N/N=C/c1cn(-c2ccccc2)nc1-c1ccc(F)cc1)c1ccc(Br)o1,-10%,-7%,5%

# From PubChem BioAssay

# Hits appear at their usual frequency; about 0.54% have a hit in one of these screens.
